Compound activity deposited in PubChem by National Center for Advancing Translational Sciences (NCATS).
DNA Pol III inh = inhibitors of bacterial DNA polymerase III holoenzyme. 71,000 compounds, 0.25% hits. reconstituted DNA polymerase III holoenzyme replication, biochemical. Potency, µM (highest dose often 57.1 µM), inactives show top-dose activity change, negative = inhibition. AID 603; also: potency is read from the fitted curve at half-maximal effect; % is scaled to controls: 0 for no effect and ±100 for the full control effect
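Reconstituted *E. coli* holoenzyme (0.35 nM Pol III, 1 nM beta, 154 nM SSB, 2 nM primase) was preincubated with compound for 15 min at RT. Synthesis on 1.4 nM ssM13Gori ran 35 min, then was stopped with PicoGreen/EDTA and read as dsDNA fluorescence.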
GFP derepression = derepresses silenced GFP locus in mouse C127i cells; mouse C127i GFP locus derepression, cytometry, 30 h; Potency, µM (top dose mostly 46.1 µM), without a hit: top-dose GFP derepression (activation); 68,000 compounds, 0.09% hits; AID 597; also: % of control where 0% means no effect
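Murine C127i mammary cells carrying a silenced, stably integrated CMV-driven GFP reporter were treated with compound for 30 hours at 37 C. After PBS washes, GFP-positive cells were counted by laser-scanning microplate cytometry.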
Hsp90 Hop PPI = changes Hsp90-Hop TPR2A binding signal, up or down. AlphaScreen TPR2A-His6 binding biotin-Hsp90 C-terminal peptide. Potency, µM (series often up to 57 µM), for inactives: at the highest dose activity change, negative = inhibition. 71,000 compounds, 0.44% hits. AID 595; active = well fitted curve in either direction with a large enough effect; inconclusive = small, poorly fitted or top-dose-only effect, or another doubt; also: potency is read from the fitted curve at half-maximal effect; % is scaled to controls: 0 for no effect and ±100 for the full control effect; many of its hits are not listed in these tables
BRCT PPI red = disrupts BRCA1 BRCT binding to phosphoprotein, red fluorophore readout; Potency, µM (top dose mostly 76.9 µM), without a hit: at the highest dose activity change, negative = inhibition, actives largely listed as inhibitors; BRCT-phosphopeptide binding, red fluorescence polarization; 75,000 compounds, 0.03% hits; P38398; also: % is scaled to controls: 0 for no effect and ±100 for the full control effect
Target sequence (P38398 whole entry, looked up): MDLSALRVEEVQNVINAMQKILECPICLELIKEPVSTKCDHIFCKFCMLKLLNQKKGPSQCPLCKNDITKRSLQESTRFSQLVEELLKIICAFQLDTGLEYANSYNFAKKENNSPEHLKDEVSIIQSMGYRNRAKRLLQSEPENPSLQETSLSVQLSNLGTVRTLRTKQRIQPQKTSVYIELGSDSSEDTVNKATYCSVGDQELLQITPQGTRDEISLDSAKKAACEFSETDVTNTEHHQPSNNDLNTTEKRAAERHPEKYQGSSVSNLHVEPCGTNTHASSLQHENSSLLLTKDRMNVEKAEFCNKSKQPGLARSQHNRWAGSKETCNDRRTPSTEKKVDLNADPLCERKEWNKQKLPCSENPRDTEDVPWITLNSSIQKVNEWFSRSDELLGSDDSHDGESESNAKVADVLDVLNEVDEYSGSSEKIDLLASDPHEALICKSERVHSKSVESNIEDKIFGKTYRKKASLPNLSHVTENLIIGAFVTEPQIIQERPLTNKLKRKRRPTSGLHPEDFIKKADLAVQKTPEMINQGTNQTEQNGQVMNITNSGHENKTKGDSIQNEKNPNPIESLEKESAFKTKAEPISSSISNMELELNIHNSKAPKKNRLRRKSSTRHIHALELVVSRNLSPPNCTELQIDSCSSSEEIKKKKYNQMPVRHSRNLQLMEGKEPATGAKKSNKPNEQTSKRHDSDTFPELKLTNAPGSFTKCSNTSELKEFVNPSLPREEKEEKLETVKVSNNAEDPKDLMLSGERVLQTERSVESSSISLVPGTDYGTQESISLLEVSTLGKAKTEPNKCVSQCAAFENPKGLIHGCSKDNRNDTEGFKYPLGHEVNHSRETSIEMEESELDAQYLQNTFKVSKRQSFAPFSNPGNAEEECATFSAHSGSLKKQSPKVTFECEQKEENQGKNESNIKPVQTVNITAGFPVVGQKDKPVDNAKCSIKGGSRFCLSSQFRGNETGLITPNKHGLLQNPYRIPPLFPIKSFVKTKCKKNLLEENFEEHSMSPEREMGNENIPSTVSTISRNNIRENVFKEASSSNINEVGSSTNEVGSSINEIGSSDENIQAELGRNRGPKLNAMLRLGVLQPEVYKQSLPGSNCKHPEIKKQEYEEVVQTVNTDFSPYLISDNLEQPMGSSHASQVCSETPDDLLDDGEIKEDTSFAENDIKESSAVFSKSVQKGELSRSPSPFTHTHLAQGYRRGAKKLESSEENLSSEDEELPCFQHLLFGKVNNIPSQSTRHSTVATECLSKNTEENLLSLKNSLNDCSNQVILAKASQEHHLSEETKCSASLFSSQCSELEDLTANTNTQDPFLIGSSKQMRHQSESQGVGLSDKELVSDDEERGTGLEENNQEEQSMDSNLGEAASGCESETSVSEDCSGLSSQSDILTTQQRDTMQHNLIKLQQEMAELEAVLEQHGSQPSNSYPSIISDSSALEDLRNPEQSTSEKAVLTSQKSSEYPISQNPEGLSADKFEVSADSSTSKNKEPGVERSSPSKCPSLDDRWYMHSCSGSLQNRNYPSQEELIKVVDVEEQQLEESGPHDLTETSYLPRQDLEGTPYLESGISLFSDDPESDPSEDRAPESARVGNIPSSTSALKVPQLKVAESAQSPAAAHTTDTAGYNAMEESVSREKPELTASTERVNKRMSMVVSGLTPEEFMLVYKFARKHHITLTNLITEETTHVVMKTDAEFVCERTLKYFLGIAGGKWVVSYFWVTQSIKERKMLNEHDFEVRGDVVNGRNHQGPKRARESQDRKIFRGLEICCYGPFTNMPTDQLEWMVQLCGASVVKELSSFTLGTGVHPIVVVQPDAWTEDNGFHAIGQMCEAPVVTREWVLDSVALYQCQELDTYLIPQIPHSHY
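Rhodamine-labelled pBACH1 10-mer (100 nM) bound to BRCT domain (100 nM) at pH 7.3; compounds incubated 12 min room temperature, polarization read. Free peptide defines full inhibition; unlabelled decapeptide titrated as control.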
HBB splice mod = modulators of hemoglobin beta chain splicing; Potency, µM (highest dose often 46.1 µM), inactives show at the highest dose activation, hits mostly activators; HBB splicing reporter cell assay, activation; EGFP reporter with mutant IVS2-654 intron; response scale: normalised to 500 nM splice-correcting PNA; 65,000 compounds, 0.06% hits; also: potency is read from the fitted curve at half-maximal effect; 0% is about no effect
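Compounds were applied for 2 days to HeLa EGFP-654 cells, 500/well in Optimem with 2% FCS. The reporter's EGFP is disrupted by mis-splicing of beta-globin intron IVS2-654. Readout: summed well GFP fluorescence from 488 nm laser scanning; reference was 500 nM antisense […] 654 PNA.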
USP2a inhib = inhibitors of human ubiquitin-specific protease USP2a | Potency, µM (series often up to 38.3 µM), for inactives: at the highest dose activity change, negative = inhibition, most hits filed as inhibitors | 60,000 compounds, 0.1% hits | O75604 | USP2a enzymatic assay, qHTS inhibition;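 also: potency is read from the fitted curve at half-maximal effect; nearly all actives have a fitted effect of over 60% in size; plate controls were DMSO for no effect and NEM full inhibition control for full effect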
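20 nM USP2 core + cpd, 30 min RT; add 20 nM Ub-PLA2/20 uM NBD C6-HPC; read Ex460/Em535 at 0 h and 2.5 h. Normalized to NEM; qHTS curve fit/classification.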
BRCT PPI green = inhibitors of human BRCA1 BRCT-phosphoprotein interaction (green fluorophore); BRCA1 BRCT-phosphopeptide binding, green fluorescence polarization; 75,000 compounds, 0.05% hits; Potency, µM (series often up to 76.9 µM), inactives show top-dose activity change, negative = inhibition, usual class: inhibitors; P38398;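 also: potency is read from the fitted curve at half-maximal effect; plate controls were peptide without protein for full effect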
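Compounds were incubated for 12 min at room temperature with a complex of 100 nM fluorescein-tagged pBACH1 decapeptide and 250 nM His-tagged BRCT protein. Buffer was phosphate pH 7.3 with EDTA, DTT and Tween 20. Disruption of binding lowers the polarization signal.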
UbGFP stabilizer = inhibits proteasome, raising ubiquitin-GFP reporter fluorescence. Ubiquitin-GFP reporter cells, proteasome inhibition, GFP fluorescence; response scale: untreated = 0%, 10 µM MG-132 = 100%. Potency, µM (highest dose often 45.9 µM), without a hit: at the top dose activation (GFP accumulation), usual class: activators. 67,000 tested, under 10 active. AID 526; active = well fitted activation curve with a large enough effect, not every such curve was filed as active; inconclusive = small, poorly fitted or top-dose-only effect, or another doubt; inactive = no such curve, though single readings can be large or run the other way; also: potency is read from the fitted curve at half-maximal effect
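U2OS cells stably expressing ubiquitin(G76V)-GFP, seeded overnight in 0.5% FBS medium, were exposed to compounds (qHTS, 46 uM to 2.9 nM) for 4 hr at 37 °C. GFP-positive cells were counted by laser cytometry (488 ex/515 em), normalized between basal and 10 uM MG-132.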
ALOX15 inhib = inhibitors of human 15-lipoxygenase (ALOX15); Potency, µM (series often up to 57.1 µM), without a hit: top-dose activity change, negative = inhibition, actives largely listed as inhibitors; 74,000 compounds, 1.4% hits; AID 887; P16050; purified 15hLO-1, xylenol orange hydroperoxide absorbance; also: potency is read from the fitted curve at half-maximal effect; % is scaled to controls: 0 for no effect and ±100 for the full control effect; nearly all actives have a fitted effect of over 55% in size
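Compounds were preincubated 15 min at room temperature with 40 nM purified human enzyme (25 mM Hepes pH 7.5, 0.01% Triton X-100); 50 uM arachidonic acid reacted 6 min. Fe-xylenol orange detection, 30 min, absorbance ratio 573/405 nm.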
CRE Fsk mod = alters forskolin-stimulated CRE reporter signaling in CHO cells; CHO CRE-bla reporter (cAMP response element driving beta-lactamase), forskolin EC10, beta-lactamase ratio; Potency, µM (titrated, usually from 38.2 µM), inactives show at the highest dose activity change, negative = inhibition, hits mostly activators; 71,000 compounds, 2.5% hits; AID 662; active = well fitted activation curve with a large enough effect in the signal ratio, with a control signal flat, not every such curve was filed as active; inconclusive = small, poorly fitted or top-dose-only effect, or effect the other way, or a change in a side signal; the % refers to the signal ratio; also: potency is read from the fitted curve at half-maximal effect; % of control where 0% means no effect
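Beta-lactamase reporter under a cAMP responsive element in CHO cells; compounds tested in titration series against EC10 NKH 477, 3 h at 37 °C. Read-out: CCF4 FRET ratio 460nm/530nm (excitation 405nm) giving %Activity, fitted to AC50.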
HADH2 inhib = blocks human hydroxyacyl-CoA dehydrogenase type II; recombinant HADH2, NADH fluorescence, beta-hydroxybutyryl-CoA; Potency, µM (series often up to 57.1 µM), inactives show at the highest dose activity change, negative = inhibition, hits mostly inhibitors; Q99714; 73,000 compounds, 3.4% hits; also: potency is read from the fitted curve at half-maximal effect; % is scaled to controls: 0 for no effect and ±100 for the full control effect; nearly all actives have a fitted effect of over 60% in size; many of its hits are not listed in these tables
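20 nM HADH2 + cpd, 15 min RT; add 1 mM NAD+/90 uM beta-hydroxybutyryl-CoA; kinetic fluorescence 360/450 nm, 4 min. Tris-HCl pH 9.0, 0.01% Tween-20.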
* marks the source's active call; other numbers are inactive results; [ ] = another dose, or the depositor's remark. Unless noted, calls follow the shape of the dose curve; as a rule, active = well fitted curve in the direction sought with a large enough effect; inconclusive = small, poorly fitted or top-dose-only effect, or another doubt; inactive = no such curve, though single readings can be large; an effect the other way counts as inactive or inconclusive. A portion of the library (hit frequency here may not be typical).

What do the screens show for `O=C1NCC2=C1C(c1ccc(Br)cc1)Nc1ccccc1N2` (configuration not stated)?
DNA Pol III inh: -2%[11.4 µM]; GFP derepression: -2%; Hsp90 Hop PPI: -12%[11 µM]; BRCT PPI red: -0.5%; HBB splice mod: -2.7%[0.0738 µM]; USP2a inhib: 6%[7.66 µM]; BRCT PPI green: -0.8%; UbGFP stabilizer: 0%[9.17 µM]; ALOX15 inhib: -5%[11.4 µM]; CRE Fsk mod: inconclusive; HADH2 inhib: -9%[11.4 µM]

What do the screens show for `CCOC(=O)c1cnn2c(N)c(C#N)nnc12`?
DNA Pol III inh: -6%; GFP derepression: 6%; Hsp90 Hop PPI: -5%; BRCT PPI red: 0.4%; HBB splice mod: -1.4%; USP2a inhib: -4%; BRCT PPI green: -7.3%; UbGFP stabilizer: 4%; ALOX15 inhib: -9%; CRE Fsk mod: -1%; HADH2 inhib: -1%

What do the screens show for `O=C(NCCCN1CCN(c2ccccc2F)CC1)C1CCN(S(=O)(=O)c2cccs2)CC1`?
DNA Pol III inh: 2%; GFP derepression: -1%; Hsp90 Hop PPI: -4%; BRCT PPI red: 0.2%; HBB splice mod: -0.9%; USP2a inhib: 14%; BRCT PPI green: -0.7%; UbGFP stabilizer: 4%; ALOX15 inhib: -7%; CRE Fsk mod: -18%; HADH2 inhib: 3%

Results for N[C@@]1(C(=O)O)CCC[C@@H]1C(=O)O ?
DNA Pol III inh: -9%[11.4 µM]; GFP derepression: 3%[9.22 µM]; Hsp90 Hop PPI: 0%[11 µM]; BRCT PPI red: 0.6%[15.4 µM]; HBB splice mod: 2.4%[9.22 µM]; BRCT PPI green: -0.2%[15.4 µM]; UbGFP stabilizer: -1%[9.17 µM]; ALOX15 inhib: 7%[11.4 µM]; CRE Fsk mod: 3%[7.6 µM]; HADH2 inhib: 4%[11.4 µM]

Results for CCOC(=O)C1=C(C)NC(=O)NC1c1cc(Br)c(O)c(OC)c1 (configuration not stated) ?
DNA Pol III inh: -6%; GFP derepression: -1%; Hsp90 Hop PPI: -2%; BRCT PPI red: -1.6%; USP2a inhib: -2%; BRCT PPI green: 0.0%; UbGFP stabilizer: 0%; ALOX15 inhib: -7%; CRE Fsk mod: 15%; HADH2 inhib: 2%

Results for O=C(NCc1ccc2c(c1)OCO2)c1nnc(Cc2ccc(F)cc2)o1 ?
DNA Pol III inh: -2%; GFP derepression: -2%; Hsp90 Hop PPI: 0%; BRCT PPI red: -0.1%; HBB splice mod: -0.6%; BRCT PPI green: -1.2%; UbGFP stabilizer: 5%; ALOX15 inhib: 6%; CRE Fsk mod: -7%; HADH2 inhib: 3%

What do the screens show for `CCCCCn1c(SCC#N)nc2cc(C(=O)NCC3CCCO3)ccc2c1=O` (configuration not stated)?
DNA Pol III inh: -7%; GFP derepression: 3%; Hsp90 Hop PPI: -3%; BRCT PPI red: 0.9%; HBB splice mod: -1.9%; USP2a inhib: 28%; BRCT PPI green: -0.1%; UbGFP stabilizer: 5%; ALOX15 inhib: -2%; CRE Fsk mod: inconclusive; HADH2 inhib: 3%

How did O=C1CNC(=O)N1Cc1ccc(Br)cc1 do in these assays?
DNA Pol III inh: -1%; GFP derepression: -3%; Hsp90 Hop PPI: 4%; BRCT PPI red: 0.1%; HBB splice mod: -0.3%; USP2a inhib: -1%; BRCT PPI green: -0.2%; UbGFP stabilizer: 2%; ALOX15 inhib: 3%; CRE Fsk mod: -4%; HADH2 inhib: -8%

Results for O=c1cnc2cnc(Nc3ccccc3)nc2n1Cc1ccc(F)cc1 ?
DNA Pol III inh: -11%; GFP derepression: -5%[9.22 µM]; Hsp90 Hop PPI: -5%; BRCT PPI red: -0.2%; HBB splice mod: 0.8%; USP2a inhib: 88%[activator]; BRCT PPI green: 0.8%; UbGFP stabilizer: 5%; ALOX15 inhib: 0%; CRE Fsk mod: inconclusive; HADH2 inhib: 13%

How did COc1cccc(CNC(=O)c2ccc3nc[nH]c3c2)c1 do in these assays?
DNA Pol III inh: -2%; GFP derepression: 6%; Hsp90 Hop PPI: -4%; BRCT PPI red: 0.5%; HBB splice mod: -0.1%[57.5 µM]; USP2a inhib: -7%; BRCT PPI green: 0.1%; UbGFP stabilizer: -5%; ALOX15 inhib: 1%; CRE Fsk mod: -5%; HADH2 inhib: 18%

What do the screens show for `CCOc1ccc(C2C(C#N)=C(N)Oc3cc(C)n(CCN(C)C)c(=O)c32)cc1OCC` (configuration not stated)?
DNA Pol III inh: -10%; GFP derepression: -3%; Hsp90 Hop PPI: 1%; BRCT PPI red: -1.7%; HBB splice mod: 1.0%; USP2a inhib: 4%; BRCT PPI green: -1.0%; UbGFP stabilizer: 13%; ALOX15 inhib: 6%; CRE Fsk mod: -15%; HADH2 inhib: -11%

How did COc1cc(OC)cc(OCC(O)Cn2cnc(-c3ccccc3)c2)c1 (configuration not stated) do in these assays?
DNA Pol III inh: -11%; GFP derepression: 0%; Hsp90 Hop PPI: -3%; BRCT PPI red: 0.7%; HBB splice mod: -0.4%; USP2a inhib: -3%; BRCT PPI green: -0.6%; UbGFP stabilizer: -7%; ALOX15 inhib: -2%; CRE Fsk mod: -4%; HADH2 inhib: -7%

What do the screens show for `FC(F)(F)c1ccccc1-c1nccc(N2CCNCC2)n1`?
DNA Pol III inh: -4%; GFP derepression: 1%[9.22 µM]; Hsp90 Hop PPI: -3%; BRCT PPI red: -1.1%; HBB splice mod: -0.3%; USP2a inhib: 11%; BRCT PPI green: -2.8%; UbGFP stabilizer: -1%; ALOX15 inhib: 7%; CRE Fsk mod: -2%; HADH2 inhib: 7%

Results for CC[C@@H]1CC(=O)N(SC[C@H](N)C(=O)O)C1=O ?
DNA Pol III inh: 7%[11.4 µM]; GFP derepression: 4%[9.22 µM]; Hsp90 Hop PPI: 1%[11 µM]; BRCT PPI red: -0.1%[15.4 µM]; HBB splice mod: -0.6%[9.22 µM]; BRCT PPI green: -0.3%[15.4 µM]; UbGFP stabilizer: -3%[9.17 µM]; ALOX15 inhib: 6%[11.4 µM]; CRE Fsk mod: 4%[7.6 µM]; HADH2 inhib: 0%[11.4 µM]

How did COc1ccc(-n2ccnc2SCC(=O)Nc2ccccc2)cc1 do in these assays?
DNA Pol III inh: -4%; GFP derepression: 4%; Hsp90 Hop PPI: -9%; BRCT PPI red: 0.8%; HBB splice mod: -0.8%; USP2a inhib: 4%; BRCT PPI green: -1.1%; UbGFP stabilizer: -3%; ALOX15 inhib: 10%; CRE Fsk mod: -3%; HADH2 inhib: -4%

What do the screens show for `COc1ccccc1N1CCN(S(=O)(=O)Cc2ccccc2Cl)CC1`?
DNA Pol III inh: 0%; GFP derepression: -3%; Hsp90 Hop PPI: 3%; BRCT PPI red: -3.1%; HBB splice mod: -1.3%; USP2a inhib: 10%; BRCT PPI green: -0.5%; UbGFP stabilizer: -4%; ALOX15 inhib: -3%; CRE Fsk mod: inconclusive; HADH2 inhib: -2%

What do the screens show for `CCOn1c(=O)c(-c2cc3ccccc3o2)[n+]([O-])c2ccccc21`?
DNA Pol III inh: -5%; GFP derepression: 0%; Hsp90 Hop PPI: 0%; BRCT PPI red: 0.1%; HBB splice mod: -0.5%; USP2a inhib: 29%; BRCT PPI green: -4.5%; UbGFP stabilizer: 1%; ALOX15 inhib: -10%; CRE Fsk mod: 3%; HADH2 inhib: -8%

How did CN(C)C1NC(=O)c2cc(-c3ccccc3)sc2N1 (configuration not stated) do in these assays?
DNA Pol III inh: -6%; GFP derepression: 0%; Hsp90 Hop PPI: -16%; BRCT PPI red: -0.5%; HBB splice mod: -0.6%; USP2a inhib: 7%; BRCT PPI green: -2.2%; UbGFP stabilizer: 0%; ALOX15 inhib: -4%; CRE Fsk mod: inconclusive; HADH2 inhib: -7%

How did Cc1cc(Nc2cccc(F)c2)n2nc(C)nc2n1 do in these assays?
DNA Pol III inh: -7%; GFP derepression: 1%; Hsp90 Hop PPI: -1%; BRCT PPI red: -1.6%; HBB splice mod: 0.0%; BRCT PPI green: -0.2%; UbGFP stabilizer: 3%; ALOX15 inhib: 5%; CRE Fsk mod: inconclusive; HADH2 inhib: -4%
